LMP1 NFkB inh: inhibitors of Epstein-Barr LMP1-induced NF-kappaB reporter; LMP1-induced NF-kappaB luciferase reporter cells, luminescence; inhibition, % at 12.5 µM; 0.69% of 350,000 active; in the data active = inhibition above about 41%;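 note: 0% = neutral control wells and 100% = reference inhibitor control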
KKLEB cytotox: counter-screen for CF NF-kB inhibitors: cytotoxicity. KKLEB CF airway cells viability, ATPlite luminescence, overnight; hits give low values; cells stimulated with P. aeruginosa culture filtrate. 0.36% of 360,000 active. activity change (cytotoxicity), % at 5 µM;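 active = corrected activity change at or below -50% at 5 µM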
COUP-TFII inh: blocks human COUP-TFII nuclear receptor | HEK293T NGFI-A luciferase reporter, luminescence | inhibition, % at 8.6 µM | 0.7% of 370,000 active | AID 686940;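 active = inhibition above a per-plate cutoff, mean inhibition of test wells between control levels plus 3 SD, cut at about 38% in these data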;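 note: cells cotransfected with COUP-TFII expression vector driving the NGFI-A reporter; 0% = median of COUP-TF2 test wells and 100% = reporter-only cells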
Target sequence (P24468 whole entry, looked up): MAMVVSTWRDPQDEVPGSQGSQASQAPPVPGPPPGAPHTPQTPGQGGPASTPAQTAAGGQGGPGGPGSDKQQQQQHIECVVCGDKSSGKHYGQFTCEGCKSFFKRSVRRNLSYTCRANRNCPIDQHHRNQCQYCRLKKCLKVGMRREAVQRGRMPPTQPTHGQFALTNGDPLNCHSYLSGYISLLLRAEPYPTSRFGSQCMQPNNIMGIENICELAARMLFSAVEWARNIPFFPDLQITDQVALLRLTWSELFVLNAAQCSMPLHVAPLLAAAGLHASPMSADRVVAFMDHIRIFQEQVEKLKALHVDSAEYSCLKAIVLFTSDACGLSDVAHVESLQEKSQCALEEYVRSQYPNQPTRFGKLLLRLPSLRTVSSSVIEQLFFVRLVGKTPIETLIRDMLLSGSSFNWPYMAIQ
TRAIL sens C8: caspase-8 TRAIL sensitization; NB7+C8 cells + TRAIL, ATPlite viability luminescence; inhibition (viability loss, TRAIL sensitization), % at 10 µM; 1% of 360,000 active; AID 624354;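 active = compounds causing at least 50% loss of cell viability in the single-dose screen, relative to plate controls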
TWEAK-Fn14 inh: inhibitors of TWEAK-Fn14 interaction signaling | inhibition, % at 10 µM | 2% of 360,000 active | TWEAK-stimulated Fn14 reporter cells, luciferase luminescence, 8 h | AID 1159606; in the data active = inhibition above about 50%
NCOA1 inh: human NCOA1 inhibition; Q15788; HEK293 GAL4-SRC1 luciferase reporter, luminescence; inhibition, % at 3.6 µM; 0.12% of 360,000 active;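 active = inhibition above the campaign mean plus 3 SD, with each screening campaign given its own cutoff, cut at about 60% in these data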;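 note: 0% = DMSO treated cells and 100% = gossypol at 36 µM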
SRC3 inh: inhibits human SRC3 coactivator; Q9Y6Q9; HEK293 GAL4-SRC3 luciferase reporter, luminescence; inhibition, % at 3.6 µM; 0.17% of 360,000 active; AID 588352;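 active = inhibition above a per-campaign cutoff, the mean of all compounds plus 3 SD, cut at about 60% in these data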;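 note: 0% = DMSO-treated cells and 100% = gossypol-treated cells at 36 µM; higher means less SRC3-driven luciferase light from the GAL4 reporter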
Shn3 3UTR inh: Schnurri-3 reporter inhibition in Clone20 osteoblasts | Clone20 osteoblast Shn3 3'UTR firefly luciferase, 24 h | inhibition, % at 12.5 µM | 0.52% of 360,000 active | AID 588674;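 active = mean inhibition of at least 75% with every replicate also reaching 75%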;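 note: 0% = median of neutral control wells and 100% = pilot-screen positive control compound; some compounds past the cut are filed as inactive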
NR5A2 inv ag: inverse agonists of human LRH-1 (NR5A2); HEK293T StAR-luciferase reporter, LRH-1 transfected, 24 h; inhibition, % at 3.6 µM; 0.13% of 360,000 active; AID 602396;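 active = inhibition above the mean inhibition of all tested compounds plus 3 SD, cut at about 73% in these data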;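 note: 0% = DMSO wells and 100% = reporter-only cells lacking LRH-1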
Target sequence (O00482 whole entry, looked up): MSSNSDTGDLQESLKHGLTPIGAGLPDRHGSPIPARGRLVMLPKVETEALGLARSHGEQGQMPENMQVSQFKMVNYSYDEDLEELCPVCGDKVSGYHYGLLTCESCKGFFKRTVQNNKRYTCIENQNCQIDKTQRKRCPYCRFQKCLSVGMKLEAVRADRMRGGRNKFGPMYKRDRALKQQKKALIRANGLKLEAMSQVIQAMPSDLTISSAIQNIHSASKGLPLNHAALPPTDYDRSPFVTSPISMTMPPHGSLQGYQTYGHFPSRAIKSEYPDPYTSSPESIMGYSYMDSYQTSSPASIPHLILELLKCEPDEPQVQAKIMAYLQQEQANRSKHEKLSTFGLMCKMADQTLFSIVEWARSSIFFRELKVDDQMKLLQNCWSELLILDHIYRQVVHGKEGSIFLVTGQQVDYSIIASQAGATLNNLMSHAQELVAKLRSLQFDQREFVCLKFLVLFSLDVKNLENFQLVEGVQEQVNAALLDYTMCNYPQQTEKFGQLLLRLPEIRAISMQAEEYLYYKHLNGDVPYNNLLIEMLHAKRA
TROY NFkB inh: TROY signaling inhibition; 0.98% of 360,000 active; inhibition, % at 10 µM; Q293 LMP1-TROYcd NF-kB luciferase reporter, 4 h;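 active = compounds whose plate-normalised and pattern-corrected inhibition of the luciferase reporter signal at the single screening dose is 50% or more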
CF NFkB block: blocks PAF-induced NF-kB reporter in cystic fibrosis cells; KKLEB NF-kB-GFP reporter, GFP fluorescence overnight; inhibition, % at 5 µM; 0.86% of 360,000 active; AID 588850;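 active = at least 50% inhibition at 5 µM, scaled per plate between neutral and stimulator controls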;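 note: PAF is a Pseudomonas aeruginosa culture filtrate used as stimulus; plate controls were PAF-stimulated DMSO wells for no effect and unstimulated DMSO wells for full effect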
* marks the source's active call; other numbers are inactive results; . = no result given. This is a subset, so the mix of outcomes need not match the whole.

SMILES	LMP1 NFkB inh	KKLEB cytotox	COUP-TFII inh	TRAIL sens C8	TWEAK-Fn14 inh	NCOA1 inh	SRC3 inh	Shn3 3UTR inh	NR5A2 inv ag	TROY NFkB inh	CF NFkB block
O=C(COC(=O)c1cnccn1)Nc1cccc2ccccc12	-4	11	-9	-7	4	-8	-1	6	13	1	-3
COc1ccc(S(=O)(=O)NC(C)C(=O)NCc2ccncc2)cc1C (stereo not given)	-1	-3	7	-13	13	-3	-2	9	-20	-8	3
Cc1ccccc1N(CC(=O)N/N=C/c1cc(C)n(-c2ccccc2C)c1C)S(C)(=O)=O	2	-9	1	-6	5	-24	1	24	16	-20	-4
COc1cc(OC)c(CN2CCN(c3ccc(F)cc3)CC2)cc1Br	-2	-17	0	11	-6	1	7	-16	16	-5	-9
CC(C)c1ccc(CC(=O)N2CCC2(C)C(=O)Nc2ccccc2)cc1 (stereo not given)	.	-1	11	-20	12	-17	3	-6	33	0	-11
COc1ccc(CCC(=O)Nc2ccccc2C(F)(F)F)cc1	-6	12	9	6	-16	19	12	-1	7	-39	-4
Cn1nnnc1SCC(=O)Nc1cc(C(C)(C)C)nn1-c1ccccc1	-3	3	13	-8	-3	13	25	-1	9	-19	12
CSCC[C@H](NC(=O)c1cccc(S(=O)(=O)N2CCCCCC2)c1)c1nc2ccccc2[nH]1	6	9	22	-17	0	9	0	34	-10	-3	0
Cc1ccc(-c2ccc(S(=O)(=O)NCc3ccco3)cc2)cc1	4	16	5	-7	10	8	13	9	-10	-6	-11
COc1cc(C(C#N)N2CCCCC2)ccc1O (stereo not given)	-2	7	7	-7	-9	-18	-18	7	26	-6	0
Cc1ccc(/C=C2/C(=O)c3ccc(C(=O)O)cc3C2=O)o1	2	12	-4	-6	3	-47	-2	-14	-21	-16	-22
CC(=O)C(Sc1ccc2nnc(-c3ccncc3)n2n1)C(C)=O	2	-1	31	-2	16	14	19	4	6	-1	-14
Cc1nc(CCNC(=O)CC2C(=O)NCCN2Cc2ccccc2)sc1C (stereo not given)	5	-7	13	-14	8	1	2	6	4	1	15
CCOc1ccc(CCN2C(=O)C(=O)N([C@@H](CC(C)C)CN3CCC[C@H]3CN3C(=O)C(=O)NC[C@@H]3Cc3ccccc3)C[C@@H]2Cc2ccccc2)cc1	.	.	4	11	24	.	.	.	-5	11	.
Nc1c(C(=O)N2CCOCC2)sc2nc3c(cc12)CCCC3	56*	-11	-25	57*	0	-50	-63	47	-89	29	6
O=C(NCCc1c[nH]c2ccccc12)c1cc2sccc2n1Cc1ccccc1	-15	-16	8	-9	-4	-11	12	15	-6	-2	1
Cc1ccc(C)c(N2CCN(C(c3ccc(N(C)C)cc3)c3nnnn3C(C)(C)C)CC2)c1 (stereo not given)	6	-10	9	2	-26	10	7	14	14	13	-2
Clc1nc(-c2ccccc2)cc(-c2ccc(Br)cc2)n1	0	-3	.	-3	12	-25	-11	-9	10	-12	7
COc1ccccc1CN1CCCC(C(=O)N(C)Cc2ccccc2)C1 (stereo not given)	21	1	1	6	15	-13	-3	16	-8	-37	4
O=C1CN(C(=O)c2c(F)cccc2F)C(c2ccc(F)cc2)c2cc(F)ccc2N1 (stereo not given)	-3	-4	6	-11	7	-8	-1	7	-16	0	4
COc1ccccc1CC(=O)NCCCc1ccccc1	3	2	15	-13	11	-10	-6	6	-8	-9	-4
COc1ccc(-c2[nH]ncc2CN(C)C(C)c2ccncn2)c(F)c1 (stereo not given)	-21	16	10	-2	-3	-8	11	-1	-16	13	-8
Cn1c(=O)c2nc(SCCO)n(C)c2n(C)c1=O	1	-7	3	-13	7	2	-1	-14	0	3	3
O=[N+]([O-])c1ccc(-c2csc3[n+]2CCS3)cc1	0	-7	-1	-13	-10	-48	-3	-18	-3	-5	15
COc1ccc(-n2c(Cc3cccn3C)nnc2SCC(=O)Nc2cccc(Cl)c2)cc1	1	3	-8	-8	28	-7	19	11	12	7	-1
C(=N\n1cnnc1)/c1cccc2ccccc12	2	-2	12	-3	8	-12	12	-3	14	-2	-13
CC(C)(C#N)Nn1cnnc1	4	-6	7	-9	12	-8	9	-7	-8	-13	1
CC(C1CC1)N(Cc1ccccc1)C(=O)NC(=O)c1cccc(F)c1 (stereo not given)	4	5	-19	-16	-5	-30	18	21	0	12	21
O=C(CCc1ccccc1)n1nc(-c2ccco2)nc1SCc1ccccc1	-7	-13	-1	32	-21	-76	-25	-19	-26	-9	17
COc1ccc(NC(C)C(=O)Nc2ccc(C#N)cc2)cc1Cl (stereo not given)	0	-13	1	-1	-39	2	15	18	-4	-16	14
CCOC(=O)N1CCN(C(=O)CCN2C(=O)/C(=C\c3cccc(OC)c3)SC2=S)CC1	8	5	2	34	-3	15	-1	-46	-1	-6	8
COc1ccc(CCCNC(=O)C2CCC(=O)N(CC3CCCCC3)C2)cc1 (stereo not given)	5	-11	16	-1	13	13	10	15	14	-32	2
O=C(Nc1ccccc1C(=O)O)c1cccc(F)c1	-6	-3	-14	2	16	-2	-8	6	-3	-1	-3
CC1NC(=O)NC1CCCCCC(=O)Nc1ccc(F)cc1 (stereo not given)	1	5	-6	-7	3	-11	-2	7	-1	-13	4
COc1ccc(/C=N\NC(=O)c2cccc(Br)c2)c(OC)c1	-2	4	-18	0	-5	-13	16	-10	8	-15	-2
COc1ccccc1N1CCC(N2CCN(CC(C)(C)C)C(CCO)C2)CC1 (stereo not given)	2	1	6	2	3	9	-3	-10	8	-7	-14
CCOc1ccc(C(=O)Nc2ccc(NC(=O)c3ccccc3)c(C)c2)cc1[N+](=O)[O-]	7	-4	6	13	-21	-3	-17	14	0	-13	10
Oc1c(Cl)cc(Cl)c2c1NCCC2	7	-4	2	3	-97	6	9	16	28	-10	-2
CCN1C(=O)/C(=C2\SC(N3CCCCC3)=NC2=O)c2ccccc21	-43	3	-26	30	-25	-31	-20	20	-19	-39	-25
Cc1nc2sc3c(c2c(=O)[nH]1)CCCC3	4	12	-1	1	10	8	4	-16	3	-9	-1

Of the compounds above, two have a nitro group on carbon:
SMILES	LMP1 NFkB inh	KKLEB cytotox	COUP-TFII inh	TRAIL sens C8	TWEAK-Fn14 inh	NCOA1 inh	SRC3 inh	Shn3 3UTR inh	NR5A2 inv ag	TROY NFkB inh	CF NFkB block
O=[N+]([O-])c1ccc(-c2csc3[n+]2CCS3)cc1	0	-7	-1	-13	-10	-48	-3	-18	-3	-5	15
CCOc1ccc(C(=O)Nc2ccc(NC(=O)c3ccccc3)c(C)c2)cc1[N+](=O)[O-]	7	-4	6	13	-21	-3	-17	14	0	-13	10

(listing goes on)
SMILES	LMP1 NFkB inh	KKLEB cytotox	COUP-TFII inh	TRAIL sens C8	TWEAK-Fn14 inh	NCOA1 inh	SRC3 inh	Shn3 3UTR inh	NR5A2 inv ag	TROY NFkB inh	CF NFkB block
CC(C(=O)NCCN1CCOCC1)c1ccc([N+](=O)[O-])cc1 (stereo not given)	-11	-5	4	3	-4	19	7	0	-1	-4	-16
CCc1ccc(OCC(=O)Nc2ccc(N3CCN(C(=O)c4ccccc4)CC3)cc2)cc1	12	-9	-23	-11	-3	11	3	25	-12	33	27
O=C(CSc1ncn(-c2ccccc2)n1)N1CCN(c2ccccc2)CC1	9	-10	-9	-3	-3	3	-24	3	-13	4	6
CN1C(=O)/C(=C/c2ccccc2OCc2cccc(F)c2)NC1=S	4	-4	-13	-6	9	-15	-15	-2	30	-2	0
N=c1oc2ccccc2cc1-c1nc(-c2ccccc2)cs1	-3	6	-6	-4	25	-38	-25	-59	-21	-28	3
COc1ccc(/C=C/C(=O)Nc2ccccc2C(=O)O)cc1	30	-8	-48	86*	87*	-66	-66	9	-88	54*	-10
CCCNC(=O)NC(=O)COC(=O)CNS(=O)(=O)/C=C/c1ccccc1	-15	-4	-9	-2	3	8	-1	-11	5	-26	-5
Cc1ncsc1CCC(=O)N1CCCC(Nc2ccc(C(C)C)cc2)C1 (stereo not given)	-2	-8	-1	0	3	-7	5	7	7	-8	21
O=C(N/N=C/C(Br)=C/c1ccccc1)c1cccs1	-45	-4	-58	23	-21	-129	-82	-10	-153	-22	-34
c1ccc(COc2cccc(-c3cc4nc(NCCc5ccncc5)ccn4n3)c2)cc1	.	-15	8	26	61*	-4	-15	2	-1	40	8
CCC(c1nnc(SCC(=O)NC23CC4CC(CC(C4)C2)C3)o1)N(C)C (stereo not given)	3	1	-1	-6	4	3	14	10	-22	.	19
CCCN(CC(=O)Nc1ccccc1C)C(=O)/C=C/c1ccc(OC)c(OC)c1	6	-4	7	0	-7	-13	-7	8	3	-3	18
O=C(CSc1nnc(-c2ccc(F)cc2)o1)Nc1ccc(S(=O)(=O)N2CCCCCC2)cc1	-15	10	-16	-20	-14	-17	3	12	-6	6	7
CCOc1ccc(OCCCCN2CCCC2)cc1	3	5	12	9	-19	-19	-6	-10	3	7	8
O=C(CSc1nnc(CNC(=O)c2cccs2)o1)c1ccccc1	2	-5	12	-10	-15	-78	-9	-8	6	-26	0
Cc1cc(NC(=O)CN(C)CC(=O)Nc2ccc(Cl)c(C(F)(F)F)c2)no1	5	1	8	-8	-5	16	9	25	-14	6	-14
CCOC(=O)c1ccc(N2C(=O)CC(N3CCC(O)(c4ccc(Br)cc4)CC3)C2=O)cc1 (stereo not given)	-4	-2	-11	-5	13	-10	16	-15	-10	8	-5
COc1cc(NC(=O)c2ccccc2)c(OC)cc1NC(=O)Cc1cccs1	-1	6	3	-8	7	-6	3	16	-1	-3	-18
CC(=O)c1c(C)[nH]c(C(=O)NNC(=O)c2ccc(C)cc2)c1C	1	6	-15	10	9	-7	2	10	4	-11	-6
C=CCOc1cccc(/C=C\c2nc(O)c([N+](=O)[O-])c(=O)[nH]2)c1	-3	2	10	-9	1	-2	-55	-4	-3	-2	0
CCOc1ccc(S(=O)(=O)NCCC(=O)Nc2nnc(C)s2)cc1	0	4	-20	2	-32	-34	15	-6	7	-32	-6
CC(c1nc2scc(-c3ccccc3)c2c(=O)[nH]1)N1CCN(CC(=O)NC2CC2)CC1 (stereo not given)	0	11	-6	-18	-12	-12	-6	-88	13	10	-18
Cc1nn(C)cc1S(=O)(=O)N1CCN(c2ccc(F)cc2)CC1	4	-11	-6	-1	-12	-1	7	11	10	2	20
CCCCc1c(-c2ccccc2OC)ncn1CCc1ccccc1OC	.	.	23	38	17	.	.	.	6	55*	.
Cc1ccc(C(=O)NC2CCN(CC(=O)NC3CCC(C)CC3)CC2)cc1 (stereo not given)	-2	-2	-1	-3	-4	6	7	0	2	-1	6
CC(C)(C)c1ccc(C(=O)c2c[nH]c(C(=O)NCc3cccnc3)c2)cc1	-30	8	-29	-11	10	-13	-34	26	3	17	10
O=C(Nc1ccccc1)c1ccc(OC(=O)c2cc3ccccc3o2)cc1	-5	-2	16	11	13	-11	11	-50	15	0	-12
CCSc1nnc(NC(NC(=O)c2ccco2)(C(F)(F)F)C(F)(F)F)s1	7	4	11	-4	-5	0	9	-8	9	-24	-9
CCC1CCCCN1CCCNC(=O)CNC(=O)Cn1ccc2ccccc2c1=O (stereo not given)	4	-8	-8	6	-3	-8	9	10	14	11	0
Cc1ccccc1NC(=O)COC(=O)CCc1ccccc1	-1	10	-4	-2	-17	-8	17	13	-1	-17	13
O=C(Cn1c(=O)[nH]n(-c2ccccc2)c1=O)N1CCCc2ccccc21	10	5	2	-13	1	9	-7	6	10	10	-17
